# HCV inhibitor = HCV inhibition | Huh7.5.1 HCVcc-Cre infection, luciferase reporter, 44 h | Potency, µM (highest dose often 41.8 µM), inactives show at the top dose activity change, negative = inhibition, actives largely listed as inhibitors | 3.4% of 340,000 active | AID 651820; note: potency is the fitted concentration of half-maximal effect; % is set by controls: 0 for no effect and ±100 for the full control effect
#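 Reporter virus HCVcc-Cre (~0.5 moi) infects cells exposed to compound; seeding density 1,000 cells/well with 4 h settling beforehand. Luminescence, 15 sec read, taken 44 h post-infection following a 15 min RT substrate incubation.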
# Pf growth 48h = inhibits P. falciparum growth in the first generation, 48 h; P. falciparum luciferase growth in erythrocytes, 48 h; Potency, µM (series often up to 28.7 µM), inactives show at the top dose activity change, negative = inhibition, most hits filed as inhibitors; 5.9% of 310,000 active; AID 504832; note: potency is the fitted concentration of half-maximal effect; % is set by controls: 0 for no effect and ±100 for the full control effect
#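 Compounds are pin-transferred into medium, infected erythrocytes (2% hematocrit, 0.1% parasitemia final) are added, and plates sit one parasite generation at 37 C in 5% CO2. Detection reagent is then added and luminescence measured.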
# Pf growth 96h = P. falciparum growth inhibition at 96 hour, primary screen for plastid delayed-death inhibitors; Potency, µM (top dose mostly 28.7 µM), without a hit: at the top dose activity change, negative = inhibition, actives largely listed as inhibitors; 6.9% of 320,000 active; P. falciparum luciferase reporter growth, 96 h; note: potency is the fitted concentration of half-maximal effect; % is set by controls: 0 for no effect and ±100 for the full control effect
#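 Infected RBCs, 2% Hct / 0.05% parasitemia final; luciferase-reporter P. falciparum; cpd 96 h, 37 C, 5% CO2; luciferase detection reagent; luminescence.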
# Giardia FBPA inh = blocks Giardia fructose-bisphosphate aldolase activity | 0.71% of 290,000 active | purified Giardia FBPA | Potency, µM (doses to about 59.6 µM), for inactives: at the top dose activity, negative = inhibition, hits mostly inhibitors; note: potency is the fitted concentration of half-maximal effect; % is set by controls: 0 for no effect and ±100 for the full control effect; nearly all actives have a fitted effect of over 55% in size
# Target sequence (A8B2U2 whole entry, looked up): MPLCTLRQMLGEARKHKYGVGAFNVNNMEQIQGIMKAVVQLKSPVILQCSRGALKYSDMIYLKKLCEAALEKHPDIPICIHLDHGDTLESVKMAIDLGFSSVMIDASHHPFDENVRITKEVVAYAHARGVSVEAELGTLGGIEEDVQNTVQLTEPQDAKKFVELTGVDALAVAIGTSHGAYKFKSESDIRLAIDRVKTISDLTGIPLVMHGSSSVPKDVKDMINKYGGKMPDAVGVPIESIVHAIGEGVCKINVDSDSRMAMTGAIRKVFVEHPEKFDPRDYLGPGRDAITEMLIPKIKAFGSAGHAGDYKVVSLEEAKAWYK
#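 Giardia FBPA (40 nM reagent) was preincubated 10 min at RT with compound (up to 57.5 uM final), then substrate plus GAPDH/TPI/NAD/arsenate coupling system with diaphorase/resazurin was added; resorufin fluorescence (525/598 nm) was read after 20 min.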
# Shiga inhibitor = blocks Shiga toxin action in Vero cells; Vero cells, Shiga toxin protein synthesis inhibition reporter; inhibition, % at 38.7 µM; 9.2% of 290,000 active; in the data active = inhibition mostly above about 28%, no sharp cut-off; inactive = mostly below about 43%; note: 0% is about no effect
# CHX counter = counter-screen hit for Shiga toxin inhibitors, cycloheximide. cell reporter, cycloheximide protein synthesis inhibition counterscreen. max response, %. 12% of 300,000 active; in the data active = max response mostly above about 13%, no sharp cut-off; inactive = mostly below about 14%; note: read at 38.3 µM for the half of the compounds with a filed dose; 0% is about no effect
# An asterisk follows results filed as active; ? = inconclusive; . = no result given; & = joins results of further samples; ! = not confirmed by another sample; [ ] = dose if it differs, or a comment. Unless noted, calls come from the whole dose curve; as a rule, active = well fitted curve in the direction sought with a large enough effect; inconclusive = small, poorly fitted or top-dose-only effect, or another doubt; inactive = no such curve, though single readings can be large; an effect the other way counts as inactive or inconclusive. No enrichment for hits; any-hit rate near 24%.
SMILES,HCV inhibitor,Pf growth 48h,Pf growth 96h,Giardia FBPA inh,Shiga inhibitor,CHX counter
Cc1cccc(OCC(=O)Nc2nc3ccc([N+](=O)[O-])cc3s2)c1,4%,16%,12%,8%,-20,-3
Cc1c(C(C)C)c(=O)n(-c2ccc(S(=O)(=O)NC(C)C)cc2)n1C,?,22%,27%,3%,15,-2
COc1ccc(OC)c(N(CC(=O)NCCc2ccc(OC)c(OC)c2)S(=O)(=O)c2ccccc2)c1,-6%,?,26%,.,-7,-2
Cc1cccc(-n2ncc3c(NC4CCCCC4)ncnc32)c1,?,103%[activator],-11%,-21%,75*,46*
COc1ccc(-c2csc(NC(=O)COC(=O)c3ccc(Br)o3)n2)cc1,0%,293%[activator],212%[activator],7%,92*,34*
CC(=O)C1=C(O)C(=O)N(c2cc(C(C)(C)C)on2)C1c1ccc(C(C)C)cc1 (stereo unspecified),-3%,-16%,13µM*,25%,-1,14
Cc1cccc(NC(=O)Nc2ccccc2[N+](=O)[O-])n1,11%,50%[activator],-7%,1%,14,24*
COc1ccccc1-c1cn[nH]c1-c1ccc(OCc2ccc(F)cc2)cc1O,?,13µM*,10µM*,-7%,-20,-4
C#CCOCCOCCOCCNc1nc(N2CCN(C(=O)[C@H]([C@@H](C)CC)n3cc([C@@H](N)Cc4ccc(O)cc4)nn3)CC2)nc(N2CCN(C(=O)[C@H](Cc3cc4ccccc4[nH]3)n3cc([C@@H](N)C(C)CC)nn3)CC2)n1 (stereo partly specified),.,?,12µM*,3%,-7,1
O=[N+]([O-])c1cc(Cc2ccccc2)cc(C=Nc2ccc(N3CCOCC3)cc2)c1O,22%,12%,10%,?,-10,-5

# Complete entries, looked up by structure. Values in the order: HCV inhibitor | Pf growth 48h | Pf growth 96h | Giardia FBPA inh | Shiga inhibitor | CHX counter
# `COc1ccccc1-c1cn[nH]c1-c1ccc(OCc2ccc(F)cc2)cc1O` across the screens: ? | 13µM* | 10µM* | -7% | -20 | -4
# `CC(=O)C1=C(O)C(=O)N(c2cc(C(C)(C)C)on2)C1c1ccc(C(C)C)cc1` (stereo unspecified) across the screens: -3% | -16% | 13µM* | 25% | -1 | 14
# `O=[N+]([O-])c1cc(Cc2ccccc2)cc(C=Nc2ccc(N3CCOCC3)cc2)c1O` across the screens: 22% | 12% | 10% | ? | -10 | -5
# `Cc1cccc(-n2ncc3c(NC4CCCCC4)ncnc32)c1` across the screens: ? | 103%[activator] | -11% | -21% | 75* | 46*
# `Cc1c(C(C)C)c(=O)n(-c2ccc(S(=O)(=O)NC(C)C)cc2)n1C` across the screens: ? | 22% | 27% | 3% | 15 | -2

# Next part
SMILES,HCV inhibitor,Pf growth 48h,Pf growth 96h,Giardia FBPA inh,Shiga inhibitor,CHX counter
CCOc1cccc(C(=O)Nc2nc(-c3ccc(S(=O)(=O)N4CCOCC4)cc3)cs2)c1,-28%&1%,5.2µM*,.,-4%,-9,3
CS(=O)(=O)c1ccc(N)c(SSc2cc(S(C)(=O)=O)ccc2N)c1,-12%,?,?,.,.,.
COc1ccc(CN(CC(=O)NC2CCCCC2)C(=O)CCC(=O)Nc2nccs2)cc1,30%[activator],?,?,-2%,5,9
CCCNC(=S)Nc1ccc(F)cc1F,-27%,14%,19%,1%,-14,0
Cc1cc(-c2cc(-c3ccc(Cl)cc3)nc(N)c2C#N)co1,-22%,?,.,?,9,-4
O=C(Cn1cnc2c(nnn2Cc2ccc(Cl)cc2)c1=O)NCC1CCCO1 (stereo unspecified),9%,-16%,?,4%,7,-3
COc1cc(/C=N/N2CCCCC2)cc([N+](=O)[O-])c1O,15%,18%,-1%,-18%,6,8
CCOC(CNc1ncnc2c1cnn2C)OCC,20%,23%,48%[activator],4%,-10,-3
O=C(CCNS(=O)(=O)c1ccccc1)N1CCN(C(c2ccccc2)c2ccccc2)CC1,.,?,5.9µM*,.,-6,-3
Cc1ccc(-n2nnnc2-c2cccc(C)c2)cc1,0%,-40%,49%[activator],-16%,32,10
CCN(c1ccccc1)S(=O)(=O)c1ccc(C(=O)NCCCN2CCOCC2)cc1,-28%,?,-28%,.,.,.
COc1cccc(N2CCN(c3nc(C)cc(C)c3C#N)CC2)c1,-28%,22%,390%[activator],1%,21,5
N#Cc1cc(N)ccc1-n1cccc1,5%,40%[activator],21%,0%,-6,-1
CN(C)S(=O)(=O)c1ccc(SCC(=O)Nc2ccc3c(c2)OCCO3)nc1,1%,-27%,9%,.,.,.
O=C(CNC(=O)N1CC(=O)Nc2ccccc21)Nc1ccccc1F,10%,17%,?,.,23,17
COc1cccc(/C=N\NC(=O)C2C(=O)NCC2c2ccccc2)c1O (stereo unspecified),-10%,13%,2%,15%,-15,-1
CCCCNC(=O)Cc1ccc(C)cc1,1%,10%,21%,1%,21,0
CCN(CC(=O)NCc1cccs1)C(=O)c1ccc([N+](=O)[O-])o1,-15%,?,?,.,.,.
O=C(N/C(=C/c1ccco1)C(=O)N1CCCC1)c1cccs1,11%,?,-21%,?,17,7
CC1CCN(S(=O)(=O)c2ccc(NC(=O)[C@@H]3CCCN3C(=O)c3cccs3)cc2)CC1,?,?,?,.,.,.
CCOc1ccc(C2CC(c3cccc(OC)c3)Nc3nc(N)nn32)cc1 (stereo unspecified),3%,1%,8%,1%,-7,-2
O=C(c1cccc(S(=O)(=O)N2CCCC2)c1)N1CCN(c2ccccc2F)CC1,?,2%,.,1%,-11,-3
Clc1ccc([C@@H](OCCN2CCCCC2)c2ccccc2)cc1,.,?,3.2µM*,3%[21.7 µM],.,.
NC(=O)c1ccc[n+](Cc2ccc(-c3ccccc3)cc2)c1,19%,.,7.4µM*,0%,-2,-3
c1ccc(-c2noc(CSc3nnc(Cc4cccs4)n3-c3ccccc3)n2)cc1,?,?,0%,0%,-4,-3
O=C(Nc1cccnc1)C1OCCc2ccccc21 (stereo unspecified),-3%,2%,34%[activator],-20%,-1,-2
CCC(C)NCCOc1ccc(Br)cc1 (stereo unspecified),16%,.,-9%,-20%,2,-2
C=CCSc1nc2c(sc3nc(C)cc(C)c32)c(=O)[nH]1,4%,2%,68%[activator],?,7,1
Cc1ccc2nc(-c3ccc(NS(=O)(=O)c4ccc(F)cc4)cc3)sc2c1,?,163%[activator],140%[activator],-5%,159*,52*
COc1ccc(OC)c(S(=O)(=O)N2CCCC(C)C2)c1 (stereo unspecified),7%,-7%,32%[activator],8%,-5,-2

# Structures listed so far that have bromine:
SMILES,HCV inhibitor,Pf growth 48h,Pf growth 96h,Giardia FBPA inh,Shiga inhibitor,CHX counter
COc1ccc(-c2csc(NC(=O)COC(=O)c3ccc(Br)o3)n2)cc1,0%,293%[activator],212%[activator],7%,92*,34*
CCC(C)NCCOc1ccc(Br)cc1 (stereo unspecified),16%,.,-9%,-20%,2,-2

# Next section
SMILES,HCV inhibitor,Pf growth 48h,Pf growth 96h,Giardia FBPA inh,Shiga inhibitor,CHX counter
COc1ccc(C2NCCc3cc(OC)c(OC)cc32)cc1OC (stereo unspecified),-3%,.,9%,2%,-10,-3
Cc1ccc(S(=O)(=O)N2CCN(Cc3nc4ccccc4n3C)CC2)cc1,6%,?,29%,10%,-12,-5
CCCCCCCCCCOC(=O)Cn1c(COc2ccc(OC)cc2)[n+](C)c2ccccc21,?,4.1µM*,4.7µM*!,-7%&-15%,-2&14,14&5
CCOC(=O)c1sc(=S)n(C)c1NC(=O)c1ccc(OC)cc1,15%,5%,29%,-3%,8,-3
CC(C)OCCOc1ccc2oc(-c3ccco3)cc(=O)c2c1,-22%,?,20%,0%,27,19*
CCCCCCSc1ccc([C@H]2N[C@@](Cc3ccccc3)(C(=O)OC)[C@H]3C(=O)N(CC)C(=O)[C@@H]23)cc1,16%,0.83µM*,0.47µM*,.,.,.
Cc1ccccc1NS(=O)(=O)c1cc(C(=O)N2CCCC2)ccc1C,6%,-22%,20%,0%,-7,-1
O=c1[nH]cc(O)c(=O)[nH]1,15%,10%,16%,-5%,-6,0
CCN(CC)S(=O)(=O)c1cc(C(=O)Nc2ccccc2[N+](=O)[O-])ccc1Cl,?,26%,55%[activator],-1%,41*,27*
Cc1cc(-c2onc(C)c2C(=O)O)no1,21%,8%,16%,0%,-12,0
Cc1ccc(NC(=O)NC(=O)CN2CCN(c3ccc(O)cc3)CC2)c(C)c1,?,3%,-2%,?,-8,-3
COc1cccc(CN2CCNC(=O)C2CC(=O)NC2CCCCC2)c1OC (stereo unspecified),13%,-12%,-5%,.,-7,-2
Cc1ccccc1CSc1nnc(-c2cnccn2)n1C,20%,48%[activator],55%[activator],4%,57*,31*
NC(N)=NS(=O)(=O)c1ccc(NC(=S)NC(=O)c2sc3ccccc3c2Cl)cc1,3%,21%,5%,?,-12,2
CCn1nc(C)cc1C(=O)N1CCCC(C(=O)c2cccc(OC)c2)C1 (stereo unspecified),-12%,-3%,20%,9%,-13,3
Cc1ccc(NC(=O)CN(C)C(=O)Cn2nnc(-c3ccccc3)n2)cc1,4%,12%,28%,.,.,.
CCOc1ccc2nc(N3CCCC(C(=O)NCC4CCCO4)C3)sc2c1 (stereo unspecified),1%,90%[activator],102%[activator],-2%,75*,45*
CCC(C)(C)NC(=O)CN(C(=O)C(=O)Nc1ccc2c(c1)OCCO2)C(C)(C)CC,12%,?,0%,-5%,15,-6
Cc1cc(NC(=O)CSc2nc3ccccc3c(=O)n2CCCC(=O)NCc2ccco2)n[nH]1,-6%,?,26%,3%,-9,-2
CCNC(=S)NNC(=O)c1cc(-c2ccc(OCC)cc2)nc2ccccc12,-14%,?,2%,-15%,-26,-12
Cn1cccc1C(=O)NCCc1ccccc1,11%,180%[activator],229%[activator],-12%,51*,23*
O=C(Nc1ccc2oc(-c3cccnc3)nc2c1)c1ccc([N+](=O)[O-])o1,2.5µM*,?,?,1%,34,32
CC1CCCCC1NC(=O)COC(=O)c1c2c(nc3ccccc13)/C(=C/c1ccco1)CC2 (stereo unspecified),?,-45%,15µM*,-15%,-13,10
CCOc1ccc(N2C(=O)CC(N(CCc3ccccc3)C(=O)/C=C/C(=O)O)C2=O)cc1 (stereo unspecified),24%,-14%,-22%,3%,-17,-2
C/C(=N\NC(=O)CCC(=O)Nc1ccc(C)c(C)c1)C1CC1,3%,-3%,?,.,15,11
COc1ccc(OC)c(C2C(C(=O)Nc3cccnc3)=C(C)NC3=C2C(=O)CCC3)c1 (stereo unspecified),4%,11%,38%,-12%,-7,4
Cc1ccccc1NC1=NC(=S)N(c2ccccc2)C12CCCCC2,-10%,?,10µM*,-2%,2,-4
CCN(Cc1cc2ccccc2[nH]c1=O)C(=O)C1CCCCC1,-13%,-12%,9%,2%,-3,-3
COc1ccc(CCC(=O)NCCc2cnc[nH]2)cc1,6%,20%,16%,-8%,-4,-3
Cc1ccc(NS(=O)(=O)c2ccc(OCC(N)=O)cc2)cc1,16%,-30%[5.75 µM],79%[activator],0%,-8,-6
COc1ccc(/C(=C/c2ccc(OC(F)F)c(OC)c2)C(=O)O)cc1OC,22%,-1%,20%,9%,-2,8

# Part of the list above with just HCV inhibitor.
Structure	HCV inhibitor
Cc1ccccc1NC1=NC(=S)N(c2ccccc2)C12CCCCC2	-10%
CCN(Cc1cc2ccccc2[nH]c1=O)C(=O)C1CCCCC1	-13%
COc1ccc(CCC(=O)NCCc2cnc[nH]2)cc1	6%
